# All columns: NCI-60 one-dose screen, growth in % after 48 h at 10 µM unless noted; 100 = growth as untreated, 0 = no growth, -100 = all killed.
# TK-10: TK-10 renal cancer cells; actives 3.9% (n = 81,000); active = growth percent below 10
# * hit, by the source's call; & = joins results of further samples; ! = not confirmed by another sample; [ ] = another dose, or the depositor's remark.
(1) COc1ccc(OC)c(Cc2cnc3nc(N)nc(N)c3c2C)c1
  TK-10: -100.0*![100 µM]

(2) O=c1[nH]c(Nc2ccccc2)nc2c1ncn2CC(O)CSCCO (stereo not given)
  TK-10: 92.1&108.6[100 µM]

(3) COc1ccc(N(CN2C(=O)CCC2OC)C(C)=O)cc1 (stereo not given)
  TK-10: 87.8&71.0[100 µM]

(4) CCN1CCC(O)(c2ccc(Oc3ccc(Cl)cc3)cc2)C(C(=O)c2ccc(Oc3ccc(Cl)cc3)cc2)C1 (stereo not given)
  TK-10: 68.7[100 µM]

(5) CC/C(Cl)=N\OC(=O)Nc1ccc(OC)cc1
  TK-10: -100.0*[100 µM]

(6) COc1ccc(/C=C2/N=C(N/N=C\C(O)C(O)C(O)CO)NC2=O)cc1 (stereo not given)
  TK-10: 68.2&118.4&58.2&112.4[100 µM]

(7) C=CC1(C)CCC2C(=CCC3C2(C)CC(O)C(O)C3(C)COC2OC(CO)C(O)C(O)C2O)C1 (stereo not given)
  TK-10: 69.2&86.5[100 µM]

(8) Cc1cc(Nc2ccc(S(=O)(=O)O)c3cc(S(=O)(=O)O)cc(S(=O)(=O)O)c23)c2ccccc2n1
  TK-10: 100.4&99.9[100 µM]

(9) Clc1ccc(C2NN=C3c4ccccc4OCC32)cc1 (stereo not given)
  TK-10: 6.0*[100 µM]

(10) Cc1cc2oc(=N)c(C#N)c(C)c2cc1C
  TK-10: 48.3&72.2[100 µM]

(11) CC(=Nc1ccncc1)C(C)=Nc1ccncc1
  TK-10: -52.5*[100 µM]

(12) CCOc1cc2c(cc1O)C(=O)C[C@@H]1[C@@H]2CC[C@]2(C)[C@@H](O)CC[C@@H]12
  TK-10: -2.4*![100 µM]

(13) COc1ccc(Cl)cc1NC(=O)O/N=C(\Cl)C(C)C
  TK-10: 62.7&44.8[100 µM]

(14) CC(O)c1cc2c(s1)C(=O)c1c(C(C)O)csc1C2=O (stereo not given)
  TK-10: -88.8*[100 µM]

(15) COC(=O)c1ccc(NC(=O)O/N=C(\Cl)C(C)C)cc1
  TK-10: -100.0*[100 µM]

(16) O=C1C2=Cc3ccccc3OC2(O)Oc2cc(O)ccc21 (stereo not given)
  TK-10: 107.0&126.1[100 µM]

(17) CC1CC(C(=O)OC2OC(COC3OC(CO)C(OC4OC(C)C(O)C(O)C4O)C(O)C3O)C(O)C(O)C2O)C2CCC3(C)C(=CCC4(C)C3CCC3C(C)(CO)C(O)C(O)CC34C)C2C1C (stereo not given)
  TK-10: -100.0*[100 µM]

(18) CC(C)(C)c1cc(C2COC(=O)COCC(=O)OCCOCCOCCO2)cc(C(C)(C)C)c1O (stereo not given)
  TK-10: -100.0*[100 µM]

(19) CC(C)(C)c1cc(C2COC(=O)COCCOCC(=O)OCCOCCO2)cc(C(C)(C)C)c1O (stereo not given)
  TK-10: -100.0*[100 µM]

(20) Cc1ccc2nc(N/N=C/c3ccc(C)s3)cc(C)c2c1
  TK-10: -100.0*[100 µM]

(21) COc1cc(C2C3=C(N=C4SC(C(C)=O)=C(C)N42)c2ccccc2CC3)cc(OC)c1OC (stereo not given)
  TK-10: 62.1&32.4[100 µM]

(22) C=C1C(=O)O[C@H]2C[C@@]3(C)[C@H](O)CCC(=C)[C@@H]3[C@@H](OC(C)=O)[C@H]12
  TK-10: -95.5*[100 µM]

(23) Cc1ccc(NC(=O)/C(=N/N(C)C)C(C2OC(=O)c3ccccc32)[N+](=O)[O-])cc1 (stereo not given)
  TK-10: 109.7&141.9[100 µM]

(24) CCCCOC(=O)C1CC[C@H]2[C@@H]3CCc4cc(OC(=O)c5cccc6c(=O)c7ccccc7[nH]c56)ccc4[C@H]3CC[C@]12C (stereo not given in full)
  TK-10: -100.0*[50 µM]

(25) CCOC(=O)C1C(C)C2(C#N)C(=N)OC1(C)C2(C#N)C#N (stereo not given)
  TK-10: 73.0&90.3[100 µM]

(26) Cc1ccc(/C=N/Nc2cc(C)c3ccccc3n2)s1
  TK-10: -75.8*[100 µM]

(27) CCOC(=O)C1(C#N)C(=O)c2cc[n+](CC[n+]3ccc4c(c3)C(=O)C(C#N)(C(=O)OCC)C4=O)cc2C1=O (stereo not given)
  TK-10: 100.7&141.1[100 µM]

(28) COc1cccc(C(=O)C(O)c2cccc(OC)c2OC)c1OC (stereo not given)
  TK-10: 106.6&85.4[100 µM]

(29) COc1ccc(/C=c2\[nH]c3nc(=O)c(N4CCOCC4)c(N)n3c2=O)cc1
  TK-10: 6.0*![100 µM]

(30) O=C(Cc1nc2ccc(C(=O)c3ccccc3)cc2[nH]c1=O)C(=O)Nc1ccccc1[N+](=O)[O-]
  TK-10: 12.6&75.1[100 µM]

# Some of the entries above in a different format.
item	compound	TK-10
5	CC/C(Cl)=N\OC(=O)Nc1ccc(OC)cc1	-100.0*[100 µM]
6	COc1ccc(/C=C2/N=C(N/N=C\C(O)C(O)C(O)CO)NC2=O)cc1 (stereo not given)	68.2&118.4&58.2&112.4[100 µM]
7	C=CC1(C)CCC2C(=CCC3C2(C)CC(O)C(O)C3(C)COC2OC(CO)C(O)C(O)C2O)C1 (stereo not given)	69.2&86.5[100 µM]
8	Cc1cc(Nc2ccc(S(=O)(=O)O)c3cc(S(=O)(=O)O)cc(S(=O)(=O)O)c23)c2ccccc2n1	100.4&99.9[100 µM]
9	Clc1ccc(C2NN=C3c4ccccc4OCC32)cc1 (stereo not given)	6.0*[100 µM]
10	Cc1cc2oc(=N)c(C#N)c(C)c2cc1C	48.3&72.2[100 µM]
11	CC(=Nc1ccncc1)C(C)=Nc1ccncc1	-52.5*[100 µM]
12	CCOc1cc2c(cc1O)C(=O)C[C@@H]1[C@@H]2CC[C@]2(C)[C@@H](O)CC[C@@H]12	-2.4*![100 µM]
13	COc1ccc(Cl)cc1NC(=O)O/N=C(\Cl)C(C)C	62.7&44.8[100 µM]
14	CC(O)c1cc2c(s1)C(=O)c1c(C(C)O)csc1C2=O (stereo not given)	-88.8*[100 µM]
15	COC(=O)c1ccc(NC(=O)O/N=C(\Cl)C(C)C)cc1	-100.0*[100 µM]
16	O=C1C2=Cc3ccccc3OC2(O)Oc2cc(O)ccc21 (stereo not given)	107.0&126.1[100 µM]
17	CC1CC(C(=O)OC2OC(COC3OC(CO)C(OC4OC(C)C(O)C(O)C4O)C(O)C3O)C(O)C(O)C2O)C2CCC3(C)C(=CCC4(C)C3CCC3C(C)(CO)C(O)C(O)CC34C)C2C1C (stereo not given)	-100.0*[100 µM]
18	CC(C)(C)c1cc(C2COC(=O)COCC(=O)OCCOCCOCCO2)cc(C(C)(C)C)c1O (stereo not given)	-100.0*[100 µM]
19	CC(C)(C)c1cc(C2COC(=O)COCCOCC(=O)OCCOCCO2)cc(C(C)(C)C)c1O (stereo not given)	-100.0*[100 µM]
20	Cc1ccc2nc(N/N=C/c3ccc(C)s3)cc(C)c2c1	-100.0*[100 µM]
21	COc1cc(C2C3=C(N=C4SC(C(C)=O)=C(C)N42)c2ccccc2CC3)cc(OC)c1OC (stereo not given)	62.1&32.4[100 µM]
22	C=C1C(=O)O[C@H]2C[C@@]3(C)[C@H](O)CCC(=C)[C@@H]3[C@@H](OC(C)=O)[C@H]12	-95.5*[100 µM]
23	Cc1ccc(NC(=O)/C(=N/N(C)C)C(C2OC(=O)c3ccccc32)[N+](=O)[O-])cc1 (stereo not given)	109.7&141.9[100 µM]
24	CCCCOC(=O)C1CC[C@H]2[C@@H]3CCc4cc(OC(=O)c5cccc6c(=O)c7ccccc7[nH]c56)ccc4[C@H]3CC[C@]12C (stereo not given in full)	-100.0*[50 µM]

# Continued:
(31) CC(=O)N(CN1C(=O)CCC1C(=O)O)c1cccc(O)c1 (stereo not given)
  TK-10: 100.6&78.5[100 µM]

(32) C=CC(C)(O)/C=C/C=C(\C)C(CC1OC1(C)C)OC(=O)/C(C)=C\C (stereo not given)
  TK-10: 97.8&97.5[100 µM]

(33) O=[N+]([O-])c1ccc(-c2csc3nc(-c4ccccc4)nn23)cc1
  TK-10: 41.7&84.9[100 µM]

(34) Nc1c(N2CCOCC2)c(=O)nc2[nH]/c(=C\c3ccccc3)c(=O)n12
  TK-10: 71.1&62.6[100 µM]

(35) CC1(C)Oc2ccc3c(=O)c4ccccc4oc3c2C1C(=O)O (stereo not given)
  TK-10: 109.5&117.5[100 µM]

(36) C=C(CCC(C(=O)O)C1CCC2(C)C3=C(CCC12C)C1(C)CCC(O)C(C)(C)C1CC3)C(C)C (stereo not given)
  TK-10: -100.0*[100 µM]

(37) CC/C(Cl)=N\OC(=O)Nc1ccccc1OC(F)(F)F
  TK-10: 96.8&65.2[100 µM]

(38) COc1ccc2nc(NC(=O)/C(C#N)=C/c3ccccc3)sc2c1
  TK-10: -23.1*![100 µM]

(39) CC(=O)N1c2ccccc2C23CCN(C)CC4C(C)OCC(C4CC2=O)C13 (stereo not given)
  TK-10: 96.0&102.4[100 µM]

(40) CCOC(=O)/C=C/[C@H](O[Si](c1ccccc1)(c1ccccc1)c1ccccc1)C(C)(C)C
  TK-10: 45.4&80.8[100 µM]

(41) CC(C)C1OC23CCCCC2C(C#N)(C#N)C1(C#N)C(=N)O3 (stereo not given)
  TK-10: 39.7[100 µM]

(42) COc1cc([C@@H]2c3cc4c(cc3[C@@H](Nc3ccc(NC(=O)c5cc([N+](=O)[O-])cn5C)cc3)[C@H]3COC(=O)[C@H]23)OCO4)cc(OC)c1O
  TK-10: -28.8*[100 µM]

(43) COC(=O)C1(C)CCCC2(C)C3CCC4CC3(C=C4CO)CCC12 (stereo not given)
  TK-10: 82.1&83.5[100 µM]

(44) Cn1c(=O)c2[nH]c(N=O)nc2n(C)c1=O
  TK-10: 99.7&103.2[100 µM]

(45) Cc1ccc(OCC2OC(n3cnc4c(Cl)nc(Cl)nc43)CC2Oc2ccc(C)cc2)cc1 (stereo not given)
  TK-10: -96.1*![100 µM]

(46) CCCCn1c2c(c3ccccc3c1=O)C(=O)c1ccccc1-2
  TK-10: 89.0&96.5[100 µM]

(47) CC(=N\N=C\c1ccccn1)/C(C)=N/N=C/c1ccccn1
  TK-10: 117.5&108.3[100 µM]

(48) NC(Cc1ccc(S(=O)(=O)O)cc1)C(=O)NC(Cc1ccc(S(=O)(=O)O)cc1)C(=O)NC(Cc1ccc(S(=O)(=O)O)cc1)C(=O)O (stereo not given)
  TK-10: 106.1&108.5[100 µM]

(49) CC(=O)OCc1cc(=O)n2c([nH]c3ccccc32)c1C#N
  TK-10: 69.0[100 µM]

(50) Oc1ccccc1-c1n[nH]c(-c2ccccc2O)n1
  TK-10: 4.4*![100 µM]

(51) COc1cc2c(cc1-c1coc3cc(OCC=C(C)C)ccc3c1=O)OCO2
  TK-10: 5.7*![100 µM]

(52) COC1=C2C=[N+](C)C3C(=C2C=CC1OC)Cc1cc2c(cc13)OCO2 (stereo not given)
  TK-10: 80.7&94.1[100 µM]

(53) CC1(C)S[C@H](CN)N[C@H]1C(=O)OC(c1ccccc1)c1ccccc1
  TK-10: -32.5*![100 µM]

(54) O=C1c2c(O)ccc(O)c2C(=O)c2c(NCCNC(=O)C(O)C(O)C(O)C(O)CO)ccc(NCCNC(=O)C(O)C(O)C(O)C(O)CO)c21 (stereo not given)
  TK-10: -95.9*[100 µM]

(55) CCCCOC(=O)C1CN2C(=NC1(C(F)(F)F)C(F)(F)F)Sc1ccccc12 (stereo not given)
  TK-10: 71.4&33.3[100 µM]

(56) N#CC1C(=O)N(c2ccccc2)NC12OC(=O)c1ccncc12 (stereo not given)
  TK-10: 4.4*![20 µM]

(57) COc1c2c(c(OC)c3c1c(=O)c1ccccc1n3C)OCO2
  TK-10: 54.2[100 µM]

(58) COC(=O)C1CCC(=O)N1CN(C(C)=O)c1cccc(O)c1 (stereo not given)
  TK-10: 106.0&77.3[100 µM]

(59) COc1ccc(-c2coc3c4c(ccc3c2=O)OCO4)cc1OC
  TK-10: 6.1*![100 µM]

# Not all compounds are listed. The share of hits here may be higher or lower than overall.
